# mHtt clearance – mutant huntingtin protein clearance; HeLa Exon1htt(103Q)mCFP, aggregate imaging; zero = plate's median compound well; inhibition, % at 1.5 µM; 0.42% of 47,000 active;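 active = inhibition of aggregate fluorescence above about 70%, also judged a hit by eye on the cell image, limit read from the data, passing the limit was not always enough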;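 note: cells exposed to compound for three days before fixation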
# mHtt clearance grain fraction – also measured in mHtt clearance; calls as there; fraction fluorescence in grains; measured here: aggregate grain fluorescence fraction; hits give low values;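 scaled fraction of total cell fluorescence in grains with unit not stated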
# * = called active by the depositor.
SMILES,mHtt clearance,mHtt clearance grain fraction
CCOC(=O)N1CCC(NC(=O)C2CCCN(S(=O)(=O)c3ccc4c(c3)oc(=O)n4C)C2)CC1 (stereo not drawn),38,12
Cc1ccc(NC(=O)NCCc2ccc(S(N)(=O)=O)cc2)cc1,5,37
N#C/C(C(N)=O)=c1/ccc2c(c1)N1C3=C(CCCC3)CC3CCCCC31N=2 (stereo not drawn),-34,45
O=C(CN1C(=O)c2ccccc2C1=O)N1CCN(c2ccccn2)CC1,28,14
CNS(=O)(=O)c1cc(OCC(N)=O)c(C)cc1Cl,-12,23
C=CCn1c(SCC(=O)Nc2ccccc2CC)nnc1-c1ccncc1,-36,46
Nc1nnnn1NCc1cccc(OCc2ccccc2)c1,-10,21
CCCn1nc(C(=O)Nc2cc(C(=O)OC)ccc2C)c2ccccc2c1=O,14,29
CCOC(=O)c1oc2ccccc2c1NC(=O)CN1CCN(C)CC1,-10,33
O=C1CC(CCC(=O)NC2CC2)c2ccccc2N1 (stereo not drawn),32,25
COc1ccc(C2CCN(Cc3cccnc3)CC2O)cc1 (stereo not drawn),-4,36
O=C(Nc1ccc(N2CCCCC2)cc1)c1cncc(Br)c1,21,17
O=C(COc1ccc2c(c1)C(=O)CC1(CCCCC1)O2)NCc1ccccn1,-27,26
Cc1csc(NC(=O)c2cccn2C)n1,5,38
c1ccc(CN2CCN(c3nc(-c4ccccc4)nc(-n4ccnc4)n3)CC2)cc1,-30,44
COc1ccc2c(c1OC)CCC2=O,-8,20
COCc1nc2ccccc2n1CCCOc1ccccc1,56,7.2
C=CCn1c(SCC(=O)Nc2ccc(N(C)C)cc2)nnc1-c1cccc(C)c1,17,33
CCOc1ccc(-c2nnn(CC(=O)Nc3cc(OC)cc(OC)c3)n2)cc1OCC,12,28
CNC(=O)c1ccccc1-c1ccccc1,42,11
COC(=O)c1cc(OC)c(OC)cc1NC(=O)c1ccc(C)o1,-10,21
COc1ccccc1Nc1ncnc2ccccc12,38,18
CC(=NCc1ccco1)c1c(C(F)(F)F)[nH]n(-c2nc3ccccc3s2)c1=O,-31,24
CC1=C(C(=O)NCc2ccccc2)C(c2ccccc2OCC(N)=O)NC(=O)N1 (stereo not drawn),-13,22
CCOCC(=O)Nc1nc2ccc(S(C)(=O)=O)cc2s1,-64,31
SMILES,mHtt clearance,mHtt clearance grain fraction
CN(C)C(=O)CCN1CCOCC1,-62,68
Cc1ccc(NC(=O)CSc2nnc(-c3cnccn3)n2Cc2ccco2)cc1C,3,17
O=C(CSc1ncnc2ccccc12)N1CCCC1,-336,217
N#CCCN(CCC#N)c1nnc(-c2ccccc2)s1,-48,58
COC(=O)C1=C(C)N(C)C(C)=C(C(=O)OC)C1c1ccc(C(=O)OC)cc1,-89,38
O=C(CSc1nnc(-c2c[nH]c3ccccc23)o1)N(Cc1ccccc1)c1ccc(F)cc1,53,9
CCOC(=O)c1ccc(NC(=O)CS(=O)(=O)c2cn(CC)c3ccccc23)cc1,33,26
O=C(c1cc2c(ccc3ccccc32)oc1=O)N1CCCC1,-20,45
O=C1CSC(c2cn(-c3ccccc3)nc2-c2cc3ccccc3oc2=O)N1Cc1ccco1 (stereo not drawn),22,30
COc1ccc(CN(C(=O)c2oc3ccccc3c2C)C2CCS(=O)(=O)C2)cc1OC (stereo not drawn),-24,20
O=C(O)CCc1nc(-c2ccccc2)no1,-42,63
CCCCOc1ccccc1NC(=O)CSc1nnnn1C(C)(C)C,-59,54
O=C(Nc1cc(Cl)ccc1N1CCCCC1)c1cccs1,2,19
COc1ccc(C)cc1NS(=O)(=O)c1cn(C)c(=O)n(C)c1=O,-17,39
CCOC(=O)c1cnn(-c2cc(C)nc3c(-c4ccccc4)c(C)nn23)c1N,-19,22
COc1ccccc1NC(=O)Nc1c(C)n(C)n(-c2ccccc2)c1=O,-57,33
CCOC(=O)c1c(-c2ccccc2)csc1NC(=O)c1cccc(N2C(=O)CCC2=O)c1,2,38
Cc1ccccc1N=C(NOCc1ccc(Cl)cc1Cl)c1nonc1N,18,16
Cn1cnc([N+](=O)[O-])c1Nc1ccc(O)cc1,-52,57
CC(=O)N1CCN2C(=O)C1CCCC(=O)c1cc(C(C)C)ccc12 (stereo not drawn),-41,27
COC(=O)CNC(=O)CSc1nnc(-c2ccc(OC)cc2)n1CC(C)C,-49,30
Cc1noc(C)c1CN1C(=O)NC2(CCc3ccccc3C2)C1=O (stereo not drawn),-39,27
CCOC(=O)c1[nH]c(COC(=O)c2ccccc2NC(=O)c2ccco2)c(C(=O)OCC)c1C,-20,46
Cc1ccc2c(=O)c(C(=O)NCc3cccs3)c[nH]c2c1,-21,21
COc1ccccc1-c1nnc(SC2CCc3ccccc3NC2=O)s1 (stereo not drawn),-1,19

# Whole records, quoted from the list:
# `Cn1cnc([N+](=O)[O-])c1Nc1ccc(O)cc1` in the list: mHtt clearance: -52; mHtt clearance grain fraction: 57
# `CCOC(=O)c1[nH]c(COC(=O)c2ccccc2NC(=O)c2ccco2)c(C(=O)OCC)c1C` in the list: mHtt clearance: -20; mHtt clearance grain fraction: 46

# New compounds follow.
SMILES,mHtt clearance,mHtt clearance grain fraction
CCC(=O)Nc1nonc1-c1nc2ccccc2n1CCC(C)C,47,18
O=C1CC(C(=O)Nc2ccc(O)c(C(=O)O)c2)C(c2ccccc2)O1 (stereo not drawn),-23,21
CC(C)(C)SCCNS(=O)(=O)c1ccc(F)cc1,54,9.5
COCCn1c(C)cc(C(=O)CSc2nc(C)cc(C)c2C#N)c1C,-36,23
Cc1ccc(-n2c(C)cc(C3N=C(N)Nc4nc5ccccc5n43)c2C)c(C)c1 (stereo not drawn),2,37
Clc1ccc(C(c2nnnn2C2CCCC2)N2CCSCC2)cc1 (stereo not drawn),-59,69
Cc1ccc(-c2nc3ccccc3[nH]2)cc1NC(=S)NC(=O)c1ccccc1Br,61,12
CCOC(=O)C(NC(=O)N1CCCCC1)(c1ccccc1)C(F)(F)F (stereo not drawn),15,34
O=C1C(Cl)=C(NCC2CCCO2)C(=O)N1c1cccc(Cl)c1Cl (stereo not drawn),-5,42
CCCc1cc(C(=O)N2CCN(c3ccccc3C)CC2)cs1,-9,21
Clc1ncnc2scc(C3COc4ccccc4O3)c12 (stereo not drawn),51,9.6
CCOC(=O)Cc1csc(SCC(=O)c2c(N)n(CC(C)C)c(=O)n(C)c2=O)n1,0,21
Cc1cc(C)c(-c2cc(C(F)(F)F)no2)c(=O)[nH]1,-25,21
COc1ccc(F)cc1S(=O)(=O)N1CCC(C(N)=O)CC1,-67,33
CCCS(=O)(=O)C(=C(Nc1ccccc1)Nc1ccccc1)S(=O)(=O)CCC,-1,32
CC(C)(C)C(=O)[C@@H]1[C@@H]2C(=O)N(C3CCCCC3)C(=O)[C@@H]2[C@H]2c3ccccc3C=CN12,5,20
O=C(CSc1nnc(NC(=O)c2ccco2)s1)NC1CCCCC1,31,14
Cc1nc(-c2ccccc2)cs1,-16,23
O=c1oc(-c2cccnc2)nc2ccccc12,-1,34
CCN=C1SC(CC(=O)NC2CCCCC2)C(=O)N1CC (stereo not drawn),-22,21
C=CCc1cc(OC)ccc1OCCON1C(=O)CCC1=O,-28,23
Cc1ccc(OCC(=O)N2CCN(C3=NS(=O)(=O)c4ccccc43)CC2)cc1,-21,22
CCN(CCCNC(=O)C1CCN(S(=O)(=O)c2cnc[nH]2)CC1)c1cccc(C)c1,-16,37
CSc1nc(N)nc(SCC(=O)C23CC4CC(CC(C4)C2)C3)c1C#N,-21,23
O=C(CN1C(=O)c2cccc3cccc1c23)NCc1ccccn1,40,24
SMILES,mHtt clearance,mHtt clearance grain fraction
O=C(NCCCN1CCN(c2ccccc2F)CC1)Nc1ccc(F)cc1,-25,51
CC(C)(C)OC(=O)N1CCC[C@H]1c1nnc(SCc2ccccc2Cl)o1,3,20
CCCc1cc(C(=O)Nc2cc(C)on2)no1,10,33
C=CCn1c(SCc2ccc(C#N)cc2)nnc1-c1cccc(Cl)c1,13,17
CS(=O)(=O)N(CC(=O)NC1CCCC1)c1ccc2c(c1)OCCO2,-38,25
COc1ccc2ccccc2c1C1CC(=O)N2CN(Cc3ccco3)CSC2=C1C#N (stereo not drawn),62,17
CC1=Nn2c(nnc2-c2ccccn2)SC1,17,16
CCCS(=O)(=O)N1CCCC(C(=O)NCCCN(C)Cc2ccccc2)C1 (stereo not drawn),58,8.8
Cc1nc(SCC(=O)Nc2ccc(C)c(F)c2)c2oc3ccccc3c2n1,-25,26
CCOc1ccc(-c2nnc(SCC(=O)N(CC)CC)n2N)cc1,-7,40
Cc1ccnc(N2CCC(C(=O)Nc3nnc(C)s3)CC2)n1,37,27
O=C(NNc1nc2ccccc2s1)c1ccccc1F,19,31
O=C(CN1C(=O)c2ccccc2S1(=O)=O)N1CCc2ccccc21,28,14
Cc1cccc2cc(CN(CCCO)C(=O)Nc3cccc(Cl)c3)c(=O)[nH]c12,-21,42
CC(=O)Nc1ccc(S(=O)(=O)N2CCN(CC(O)COc3ccc4ccccc4c3)CC2)cc1 (stereo not drawn),-128,73
O=C(N/N=C/c1ccc(Br)s1)c1ccccc1[N+](=O)[O-],0,21
CCOC(=O)c1sc2nc(CSCC(=O)OCc3ccc(C(=O)OC)o3)[nH]c(=O)c2c1C,54,9.8
Cc1cc(NC(=O)Cn2nc(C(F)(F)F)c3c2CCC3)no1,-16,22
COc1cc2c(cc1OC)-c1cc(NC3CCCC3)nc(=O)n1CC2,12,35
COc1ccc(CCNS(=O)(=O)c2cn(C)c(=O)n(C)c2=O)cc1OC,-305,136
Cc1ccc(C(=O)O/N=C\c2ccc(N3CCCCC3)c([N+](=O)[O-])c2)cc1,-27,49
CC1CCCCN1S(=O)(=O)c1ccc(C(=O)Nc2sccc2C(N)=O)cc1 (stereo not drawn),-30,53
CC(=O)c1cccc(NC(=O)C2CCCN(S(C)(=O)=O)C2)c1 (stereo not drawn),50,19
O=C(Nc1ccc(S(=O)(=O)C(F)F)cc1)c1cccc(S(=O)(=O)N2CCOCC2)c1,59,15
C[C@H](NC(=O)Nc1ccc2c(c1)OCCO2)C(=O)O,-11,38

# In another format: 2 of the compounds above
> CCOc1ccc(-c2nnc(SCC(=O)N(CC)CC)n2N)cc1
- mHtt clearance: -7
- mHtt clearance grain fraction: 40
> Cc1ccnc(N2CCC(C(=O)Nc3nnc(C)s3)CC2)n1
- mHtt clearance: 37
- mHtt clearance grain fraction: 27

# Given with the structure last: entries from further up
mHtt clearance	mHtt clearance grain fraction	Compound
-16	22	Cc1cc(NC(=O)Cn2nc(C(F)(F)F)c3c2CCC3)no1
12	35	COc1cc2c(cc1OC)-c1cc(NC3CCCC3)nc(=O)n1CC2
-305	136	COc1ccc(CCNS(=O)(=O)c2cn(C)c(=O)n(C)c2=O)cc1OC
-27	49	Cc1ccc(C(=O)O/N=C\c2ccc(N3CCCCC3)c([N+](=O)[O-])c2)cc1
-30	53	CC1CCCCN1S(=O)(=O)c1ccc(C(=O)Nc2sccc2C(N)=O)cc1 (stereo not drawn)
50	19	CC(=O)c1cccc(NC(=O)C2CCCN(S(C)(=O)=O)C2)c1 (stereo not drawn)
59	15	O=C(Nc1ccc(S(=O)(=O)C(F)F)cc1)c1cccc(S(=O)(=O)N2CCOCC2)c1

# Next part:
SMILES,mHtt clearance,mHtt clearance grain fraction
Cc1ccc2c(CC(=O)OCc3nc(N)nc(Nc4ccccc4C)n3)coc2c1,-7,45
COCCn1c(CCC(=O)O)nc2c1c(=O)[nH]c(=O)n2CC(C)C,-3,20
CN(CC(=O)NC1CCCc2ccccc21)S(=O)(=O)c1ccc2c(c1)c(=O)n(C)c(=O)n2C (stereo not drawn),-7,36
O=C(O)CCC(=O)Nc1ccc(Br)cn1,4,38
Nc1nnc(CSc2ccc(Cl)cc2)s1,13,30
COc1cc2c(cc1NC(=O)CCCCCN1C(=O)CCC1=O)oc1ccccc12,12,19
CCOC(=O)C1CCCN(C(=O)COc2ccccc2O)C1 (stereo not drawn),14,19
Cc1cc(C)c(S(=O)(=O)N2C=CC(C(F)(F)F)=NCC2)c(C)c1,-65,39
CCOC(=O)C1CCN(c2c(NC3CCCc4ccccc43)c(=O)c2=O)CC1 (stereo not drawn),-28,39
CC12CC3CC(C)(C1)CC(CN1CCOCC1)(C3)C2,53,20
O=[N+]([O-])c1ccc(Oc2cccc(Br)c2)c2ccncc12,25,28
CCCOC(=O)CSc1nnc(-c2ccc(Cl)cc2Cl)o1,33,25
CCOC(=O)c1ccc2c(c1)N(CC)/C(=C\C=C1/SC(=S)N(CC)C1=O)N2CC,7,16
O=C(Cn1cnc2c(cnn2-c2ccccc2)c1=O)N1CCCc2ccccc21,-38,42
NC(=O)C1CCN(C(=S)c2cccs2)CC1,-27,27
O=C(O)Cn1cc(C(=O)c2cccs2)c2ccccc21,-34,24
c1cncc(-c2nc3c(ccc4ccccc43)[nH]2)c1,-30,43
CC1(C)CC(=O)C(C=Nc2ccc(O)cc2)=C(O)C1,-6,40
CC(=O)Nc1ccc(S(=O)(=O)N2CCOCC2)cc1,-51,30
Cn1ncc2c(N3CCOCC3)ncnc21,31,28
CCCCN1CC(O)=C(c2nc3ccccc3[nH]2)C1=N,-21,23
COc1ccccc1NC(=O)Cn1nnc(C(=O)Nc2ccccc2)c1N,2,35

# Source: PubChem (Columbia University Molecular Screening Center)

# The list is partial; count on the stated rates, not on these rows.
